# PDI turbidity: blocks human protein disulfide isomerase activity | P07237 | PDI insulin aggregation turbidity, A650, 90 min | inhibition, % at 10 µM | 0.052% of 350,000 active;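 active = mean inhibition across replicates of 30% or more, whatever share of single replicates reach that level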;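 also: absorbance from insulin aggregation driven by PDI reduction with DTT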
# TRPM1 prom inh: reduces MITF-dependent TRPM1 promoter luciferase signal; inhibition, % at 12.5 µM; SK-MEL-5 TRPM1 promoter luciferase, 24 h; 0.83% of 330,000 active;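 active = mean inhibition across replicates of 60% or more, whatever share of single replicates reaches that level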; also: values of inactives mirror those of a sister screen read the other way
# CaV13 FRET inh: Primary screen for inhibitors of IQ motif and Ca2+-dependent inactivation inhibitor domain binding in CACNA1D, Förster resonance energy transfer in living cells, …; 0.098% of 340,000 active; HEK cells, CFP/YFP FRET ICDI-IQ, plate reader, 10 min; percent FRET-ratio fall versus neutral wells; inhibition, % at 12.3 µM;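 active = mean replicate inhibition of at least 30% and at least 1% of replicates passing that level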;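 also: 0% = median of the neutral control wells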
# hiPSC survival: increases survival of single human iPS cells. hiPSC single-cell survival, ATPlite luminescence; 100% = ROCK inhibitor wells, 0% = DMSO. survival enhancement, % at 20 µM. 0.044% of 360,000 active. AID 602274; in the data active = survival enhancement above about 18%;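 also: cells exposed to compounds for 16 hours before the ATP read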
# Shn3 3UTR inh: inhibitors of Schnurri-3 3'UTR reporter in osteoblasts | Clone20 osteoblast Shn3 3'UTR firefly luciferase, 24 h | AID 588674 | inhibition, % at 12.5 µM | 0.52% of 360,000 active;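 active = mean inhibition of at least 75% with every replicate also reaching 75%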;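 also: 0% = median of neutral control wells and 100% = pilot-screen positive control compound; some compounds past the cut are filed as inactive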
# Peg3 prom inh: Peg3 promoter activity inhibition; HeLa PEG-Prom luciferase reporter, luminescence, overnight; inhibition, % at 20 µM; 1.7% of 360,000 active; AID 588405;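 active = inhibition of at least 50% at 20 µM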
# NR2E3 ag-1: activates human photoreceptor nuclear receptor NR2E3. GST-NR2E3/biotin-RetCOR TR-FRET, 1536-well. Q9Y5X4. inhibition of corepressor binding, % at 4.78 µM. AID 2300. 0.12% of 320,000 active;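 active = percent inhibition above the cutoff of mean plus 3 SD of all tested compounds, set per screening campaign, cut at about 20% in these data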;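 also: 0% = DMSO wells and 100% = biotin wells as full block of FRET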
# Target sequence (Q9Y5X4 whole entry, looked up): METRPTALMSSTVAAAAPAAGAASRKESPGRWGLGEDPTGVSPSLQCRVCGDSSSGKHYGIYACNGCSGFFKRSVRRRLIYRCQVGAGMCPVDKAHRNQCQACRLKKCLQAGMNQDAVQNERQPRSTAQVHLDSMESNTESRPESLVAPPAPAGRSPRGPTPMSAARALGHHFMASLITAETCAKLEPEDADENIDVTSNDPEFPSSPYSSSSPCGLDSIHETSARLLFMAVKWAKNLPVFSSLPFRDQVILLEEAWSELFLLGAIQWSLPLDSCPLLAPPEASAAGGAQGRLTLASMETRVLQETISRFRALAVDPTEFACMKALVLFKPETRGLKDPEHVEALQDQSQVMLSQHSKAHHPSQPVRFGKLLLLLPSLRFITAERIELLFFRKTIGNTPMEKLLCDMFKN
#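 System: GST-tagged NR2E3 plus biotinylated RetCOR corepressor; Buffer or medium: pH 7.5 Tris-based buffer; Probe or stimulus: RetCOR corepressor, biotinylated, 7 nM; Doses: compound at 4.8 µM, single dose; Schedule: 5 h incubation at 4 °C; Technique: time-resolved FRET; Evaluation: percent inhibition of TR-FRET ratio; Replication: one well per compound, singlicate testing.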
# HIF-2a block: blocks HIF-2a reporter activity | 0.72% of 360,000 active | 786-0 RCC cells HIF-2a reporter, luciferase luminescence, overnight | inhibition, % at 18.8 µM;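 active = inhibition of the luminescence signal of 40% or more relative to plate controls, in a single-dose primary screen at 18.75 µM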
# NR2E3 ag-2: human photoreceptor-specific nuclear receptor agonism; Q9Y5X4; CHO-S Gal4-NCOR/VP16-NR2E3 two-hybrid, luciferase; inhibition of corepressor binding, % at 3.98 µM; 0.35% of 360,000 active; AID 602229;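 active = inhibition above the mean of all tested compounds plus 3 SD, cut at about 70% in these data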;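 also: 0% = DMSO with NR2E3 transfected cells and 100% = cells lacking NR2E3 construct; higher means lower luciferase signal from less NR2E3 corepressor binding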
# m5-HT2A agonist: activates the mouse 5-HT2A serotonin receptor. CHO-K1 mHTR2A beta-arrestin complementation, luminescence; percent of 30 µM serotonin response. activation, % at 7.6 µM. 0.66% of 360,000 active. AID 624169;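 active = activation above a run cutoff, the mean activation of all tested compounds plus 3 SD, cut at about 14% in these data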;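 also: 0% = plate median of compound wells and 100% = 30 µM serotonin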
# Target sequence (P35363 whole entry, looked up): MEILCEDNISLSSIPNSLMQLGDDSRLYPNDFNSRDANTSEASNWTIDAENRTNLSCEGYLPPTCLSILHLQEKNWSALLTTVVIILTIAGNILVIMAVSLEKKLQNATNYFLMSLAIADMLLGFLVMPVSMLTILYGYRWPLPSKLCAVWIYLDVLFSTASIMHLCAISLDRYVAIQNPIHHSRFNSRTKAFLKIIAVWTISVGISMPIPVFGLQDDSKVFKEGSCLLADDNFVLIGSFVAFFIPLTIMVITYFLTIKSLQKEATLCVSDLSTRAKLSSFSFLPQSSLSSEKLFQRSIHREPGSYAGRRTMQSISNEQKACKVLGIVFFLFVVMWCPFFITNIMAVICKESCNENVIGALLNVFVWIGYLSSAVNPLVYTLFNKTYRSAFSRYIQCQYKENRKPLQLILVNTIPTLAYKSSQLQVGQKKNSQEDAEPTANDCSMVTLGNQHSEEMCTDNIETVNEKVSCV
# Cardio protect: modulators protecting cardiomyocytes from myocardial damage; H9c2 cardiomyocytes, H2O2 injury protection, ATPLite, 2 h; protection from H2O2 cell death, % at 20 µM; 0.63% of 360,000 active;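 active = compounds giving at least 50% protection of heart cells from peroxide-induced death in the single-dose screen, raw or plate-pattern-corrected value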;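 also: 0% = DMSO wells with peroxide and 100% = DMSO wells without peroxide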
# * = called active by the depositor; x = no result given.
SMILES,PDI turbidity,TRPM1 prom inh,CaV13 FRET inh,hiPSC survival,Shn3 3UTR inh,Peg3 prom inh,NR2E3 ag-1,HIF-2a block,NR2E3 ag-2,m5-HT2A agonist,Cardio protect
Cc1cc(C(=O)NCc2cc(C)n(C)n2)sc1-c1ccccc1,7,-10,-7,-2.4,39,-32,-2,-47,39,-2,-16
Fc1cc(Cl)ccc1NC1=NCCCCC1,-1,0,-18,-0.7,8,11,-1,12,-22,-4,4
CCOc1ccc(NCc2nnc(SCc3ccc(Cl)cc3)n2-c2ccccc2)cc1,-8,9,-5,0.8,-1,15,0,20,-24,-6,-4
COc1ccc(CCNc2oc(-c3ccccc3OC)nc2C#N)cc1OC,0,-9,x,-3.5,9,7,1,-1,-4,0,32
COc1ccc(CCNC(=O)CN(Cc2ccc(Cl)cc2)S(C)(=O)=O)cc1,13,5,-2,0.0,4,25,x,9,-26,-4,-2
Cc1c2ccncc2cc2c1[nH]c1ccccc12,-10,-41,-13,4.9,34,50,x,18,8,0,-10
COc1ccccc1NC(=O)Nc1nc(CC(=O)Nc2ccc(N(C)C)cc2)cs1,-7,-12,x,-0.1,-50,-161,1,-109,-6,-3,12
O=C(NCc1ccccc1)c1ccc(-c2ccc(F)c(F)c2)c2ccoc12,-5,x,-10,-1.7,-13,-24,x,-35,-22,13,-13
NC(=O)CC(NC(=O)Cc1ccc(Cl)cc1)c1ccc(NCCOc2ccccc2)c([N+](=O)[O-])c1 (stereo not drawn),-4,-3,-12,-1.2,7,9,-2,7,-6,-7,2
COC(=O)CC1C(=O)NCCN1C(=O)c1ccc([N+](=O)[O-])cc1 (stereo not drawn),-2,3,-10,-0.6,5,5,0,12,-6,4,0
Cc1ccc(C(=O)Nc2ccc(CN3CCCCC3)cc2)c(C)c1,3,-5,-7,-2.3,2,-23,9,-9,3,-2,7
O=C(CCC(=O)c1ccc(Br)cc1)Nc1ccc(F)cc1,0,-7,-1,0.0,3,-9,-1,-7,-9,-7,-3
Cn1c(Cn2c(=O)sc3ccccc32)nnc1SCC(=O)N1CCN(c2ccccc2)CC1,x,4,-3,-1.0,8,-4,-3,10,-12,5,13
Cc1cc(/C=C2/NC(=O)N(Cc3ccccc3F)C2=O)c(C)n1C,-7,0,-4,-5.9,-7,10,2,-4,5,-1,4
CCCCCCCCCCCCN1C(=O)CSC1c1cccnc1 (stereo not drawn),-4,7,-20,0.5,7,29,3,23,36,4,-26
COc1ccc2oc(C(=O)Nc3nc(C)cs3)c(C)c2c1,-2,-76,-5,-0.6,-118,-270,2,-188,-103,-5,-19
COc1ccc(CCn2c(=N)c(C(=O)NCc3ccco3)cc3c(=O)n4cccc(C)c4nc32)cc1,-24,-1,-5,9.2,-8,47,1,-15,-17,-5,-6
C[C@H](NS(=O)(=O)c1ccc(Cl)cc1)C(=O)OCC(=O)NCCc1ccc(S(N)(=O)=O)cc1,5,10,-16,0.8,-23,17,x,5,-9,5,-5
Cc1ccc(NC(=O)CSCC(=O)NNC(=O)c2ccoc2C)cc1,-7,-1,-2,0.2,-10,-4,0,-6,0,2,-2
Cn1cc(-c2coc3c(C(=O)NCc4cccc(Cl)c4)cccc23)cn1,-2,x,-4,-1.9,-1,-21,x,-47,-12,-3,0
COc1c(N)c2c(c([N+](=O)[O-])c1OC)C(=O)OC2,1,-20,-8,-1.9,-1,7,x,-8,0,-6,4
COC(=O)CSc1ncnc2c(C)csc12,4,-3,-5,0.2,3,9,2,16,8,6,4
CCN(CC)CCNC(=O)c1cc(Sc2nnc(C)s2)nc2ccccc12,6,8,-4,1.4,-20,-10,1,13,-15,-1,5
CC(C)(C)c1ccc(CS(=O)(=O)CC2(O)CCN(C(=O)c3cccc(C(F)(F)F)c3)CC2)cc1,12,9,-6,-1.0,-11,12,-3,6,6,0,2
O=C(COC(=O)CCC1CCCCC1)Nc1ccc(OC(F)F)cc1,-1,4,-3,6.1,-10,11,-3,4,-2,3,-8

# Brought forward from above: 3 compounds, followed by the next part.
SMILES,PDI turbidity,TRPM1 prom inh,CaV13 FRET inh,hiPSC survival,Shn3 3UTR inh,Peg3 prom inh,NR2E3 ag-1,HIF-2a block,NR2E3 ag-2,m5-HT2A agonist,Cardio protect
CCN(CC)CCNC(=O)c1cc(Sc2nnc(C)s2)nc2ccccc12,6,8,-4,1.4,-20,-10,1,13,-15,-1,5
CC(C)(C)c1ccc(CS(=O)(=O)CC2(O)CCN(C(=O)c3cccc(C(F)(F)F)c3)CC2)cc1,12,9,-6,-1.0,-11,12,-3,6,6,0,2
O=C(COC(=O)CCC1CCCCC1)Nc1ccc(OC(F)F)cc1,-1,4,-3,6.1,-10,11,-3,4,-2,3,-8
Cc1ccc2nc(C3CCCCC3)c(CC(C)(C)C)n2c1,x,x,-7,4.0,-29,-3,x,-30,18,3,-10
Cc1cccc(OCCOC(=O)c2c(-c3ccccc3)noc2C)c1,6,12,-3,-0.6,-11,19,-1,-20,-61,5,-15
CCCOc1ccc(N2C(=O)CC(NCC(=O)OCC)C2=O)cc1 (stereo not drawn),1,x,2,-0.3,-10,-2,-4,13,-20,-2,1
COc1ccc(N2C(=O)CCC(C(=O)c3ccccc3)=C2C)cc1,-3,0,-4,1.9,11,-8,0,24,7,-3,-3
CN(C)CCNC(=O)c1ccc(-c2nn(C)c(=O)c3ccccc23)cc1,3,2,-4,-1.7,18,15,1,14,6,-1,1
CCCN(Cc1nnc(-c2ccccc2Cl)o1)C(=O)c1oc2ccccc2c1C,-7,6,-2,0.4,10,18,0,-2,15,-6,-5
COCC(=O)Nc1c(C(=O)N2CCCC2)oc2ccccc12,17,-5,-4,0.0,14,4,-4,-1,-13,-1,-5
NNc1nc(-c2ccccc2)cc(-c2ccc(Br)cc2)n1,2,-13,-2,0.6,21,-7,-3,10,-6,2,-7
OCCc1ccc(O)c(-n2nc3ccccc3n2)c1,5,-23,-4,0.4,-67,-183,-1,-170,-37,7,-3
COCCNC(=O)CSc1nccn1Cc1ccc2c(c1)OCO2,9,0,-2,0.7,5,5,3,10,-2,3,8
Cn1ncc(Cl)c1C(=O)N1CCN(c2ccccc2)CC1,-6,4,-6,-0.3,3,12,4,9,-8,-10,7
CC(=O)Nc1cccc(-c2nnc(-c3ccccc3)o2)c1,8,-68,-5,-2.3,-103,-264,-1,-204,-101,-1,5
Cc1[nH]n(-c2ccccc2)c(=O)c1C=Nc1ccc(S(=O)(=O)Nc2nccs2)cc1,-8,17,-3,0.2,14,9,2,1,2,7,-2
CCCC(=O)Nc1cccc(-c2cn3ccsc3n2)c1,-2,-15,x,-2.3,-27,-97,1,-122,-31,-5,-5
O=C1CC(=C(c2ccccc2)c2ccccc2)C(=O)N1CCCN1CCN(c2cccc(Cl)c2)CC1,3,-8,x,0.9,10,2,-1,22,-7,-2,-8
CCCCOc1ccc(NC(=O)CSc2nnnn2C)cc1,-5,2,-8,0.3,5,-20,0,-66,-15,-3,6
CCn1c(/N=C/c2ccccc2O)nc2ccccc21,7,0,-4,-0.4,-7,11,2,20,34,1,3
Cc1ccccc1CS(=O)(=O)Cc1ccc(C(=O)NCC2CCCO2)o1 (stereo not drawn),3,0,-5,-0.7,-2,7,3,18,-14,5,4
O=C1CC(c2ccccc2)c2cc(O)ccc2O1 (stereo not drawn),-2,0,-6,-0.8,3,33,3,7,0,1,10
O=C(NCC1COc2ccccc2O1)c1ccc(Cl)c(S(=O)(=O)N2CCOCC2)c1 (stereo not drawn),3,-1,-2,0.5,3,-15,-3,-5,-9,-1,-3
CC1=C(C(=O)Nc2ccc(C)cc2C)C(c2ccc([N+](=O)[O-])cc2)n2ncnc2N1 (stereo not drawn),3,13,-6,4.5,-19,6,1,10,-9,-3,-1
CC(=O)Nc1cccc(-c2cc(NC(C)=O)c3ncc(-c4cccc(C(F)(F)F)c4)n3c2)c1,-1,x,-3,0.4,10,20,x,10,15,4,14
O=C(NCc1ccccc1)c1ccc(Cl)cc1[N+](=O)[O-],11,-1,-4,1.1,-18,0,1,-9,5,7,0
OC(CSc1c(Cl)cccc1Cl)CN1CCN(c2ccc(F)cc2)CC1 (stereo not drawn),-2,-7,-11,-1.2,20,13,3,8,11,-3,-8
O=C(c1ccc(Oc2ccc(C(F)(F)F)cc2[N+](=O)[O-])cc1)N1CCOCC1,2,10,-5,-1.2,1,8,1,9,30,5,2
SMILES,PDI turbidity,TRPM1 prom inh,CaV13 FRET inh,hiPSC survival,Shn3 3UTR inh,Peg3 prom inh,NR2E3 ag-1,HIF-2a block,NR2E3 ag-2,m5-HT2A agonist,Cardio protect
CCOC(=O)Cn1c(S(=O)(=O)Cc2ccc(Cl)cc2)nc(-c2ccccc2)c1-c1ccccc1,-3,5,-4,-2.3,17,27,-2,20,-17,-2,-5
O=C(CSc1ccccn1)Nc1ccc(Cl)c([N+](=O)[O-])c1,9,5,x,0.5,15,1,8,-9,1,0,4
O=C1S/C(=C/c2ccccc2)C(=O)N1CC(O)Cn1c2ccccc2c2ccccc21 (stereo not drawn),14,1,-7,0.4,12,8,0,24,1,0,-10
Cc1cc(N2CCCCC2)n2ncc(-c3ccccc3)c2n1,1,8,0,-2.3,-2,-86,4,-87,-23,-4,-28
COc1ccc(S(=O)(=O)Nc2c(C)nn(C)c2C)cc1Br,-4,11,-5,0.2,35,5,x,4,6,14,-7
COc1ccc2sc(C)[n+](C)c2c1,19,9,-6,1.3,-24,2,0,11,-25,2,-5
CCOc1ccc(NC(=O)NNC(=O)C2CCC(C(C)(C)C)CC2)cc1 (stereo not drawn),7,-9,2,0.8,-5,13,1,4,3,-1,-3
Cc1ccc(-c2nnn(CC(=O)N(CCCO)C(C(=O)NC3CCCC3)c3ccc(Cl)cc3)n2)o1 (stereo not drawn),5,8,-3,0.4,2,13,0,17,-12,10,4
CN(C)NC(=S)Nc1cccc(C(F)(F)F)c1,8,6,5,-0.3,16,-17,-2,2,-10,0,-3
CC(C)CC(NC(=O)CC12CC3CC(CC(C3)C1)C2)C(=O)NC1=NCCS1 (stereo not drawn),4,-4,8,-0.9,-1,3,-1,19,-12,-1,-4
CC(C)OC(=O)n1c(=S)oc2ccccc21,-11,15,x,1.2,-20,19,-1,5,-27,4,-8
CSCC[C@@H](C(=O)O)N1Cc2ccccc2C1=O,x,-4,-6,-1.9,-13,-13,-2,-8,8,-1,12
CNC(=O)NC(=O)Cn1cnc2sc(-c3ccccc3)cc2c1=O,12,x,-18,-0.7,-21,2,-3,4,-10,1,-6
CN(c1ccc(F)cc1)S(=O)(=O)c1ccc(Cl)c(C(=O)NCC2(N3CCOCC3)CCCCC2)c1,0,6,-2,3.0,17,0,x,3,-13,-1,3
CCOC(=O)c1nnn(-c2nonc2N)c1C,19,-6,-5,11,-13,-6,1,9,-6,4,3
CC(C)C(=O)Nc1c2c(nn1-c1ccc(F)cc1)CS(=O)(=O)C2,3,4,-2,-0.4,-3,8,2,10,15,9,2
COCC(=O)Nc1cc(C(=O)NCCc2ccccc2)ccc1Cl,0,-23,-5,-2.4,-66,-100,3,-50,-83,-3,0

# From PubChem
